JMJD2E inh = JMJD2E (human) inhibition; JMJD2E catalytic domain, FDH-coupled NADH fluorescence (FDH is formaldehyde dehydrogenase); Potency, µM (highest dose often 57.1 µM), without a hit: at the top dose activity change, negative = inhibition, most hits filed as inhibitors; 230,000 compounds, 1.6% hits; AID 2147; active means well fitted inhibition curve with a large enough effect, not every such curve was filed as active; inconclusive means small, poorly fitted or top-dose-only effect, or another doubt; inactive means no such curve, though single readings can be large or run the other way;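 further: 0% = wells with enzyme and -100% = buffer wells without enzyme; nearly all actives have a fitted effect of over 50% in size; many of its hits are not listed in these tables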
Target sequence (B2RXH2 1-337 limits assumed): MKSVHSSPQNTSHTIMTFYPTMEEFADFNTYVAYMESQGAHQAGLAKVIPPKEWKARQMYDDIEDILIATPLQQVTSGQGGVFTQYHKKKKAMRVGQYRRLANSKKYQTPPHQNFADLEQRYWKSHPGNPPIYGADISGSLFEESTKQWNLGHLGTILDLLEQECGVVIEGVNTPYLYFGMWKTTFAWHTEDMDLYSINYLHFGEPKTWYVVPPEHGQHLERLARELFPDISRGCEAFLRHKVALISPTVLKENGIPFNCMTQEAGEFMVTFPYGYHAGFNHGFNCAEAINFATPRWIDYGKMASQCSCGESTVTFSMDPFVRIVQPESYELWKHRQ
SMN2 splice up = enhancers of SMN2 splice variant expression; Potency, µM (doses to about 46.1 µM), inactives show at the highest dose activity change, positive = activation, hits mostly activators; AID 1458; 210,000 compounds, 2.8% hits; HEK293 SMN2-luciferase splicing reporter, luminescence, 30-36 h; further: % of control where 0% means no effect; nearly all actives have a fitted effect of over 55% in size
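HEK293 cells carry an SMN2 […]–luciferase reporter in which exon 7 inclusion puts luciferase in frame. Cells were plated 10-12 h before compound addition, then incubated 30-36 h at 37C. ONE-Glo luminescence was read; sodium butyrate at 4.5 mM final served as control.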
TRb SRC2 PPI = disrupts binding of human TR beta to SRC2 | P10828 | TRbeta-SRC2 peptide binding, fluorescence polarization; receptor liganded with 1 µM T3 | Potency, µM (doses to about 106 µM), for inactives: top-dose activity change, negative = inhibition, actives largely listed as inhibitors | 280,000 compounds, 0.065% hits | AID 1469;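 further: plate controls were bound peptide for no effect and peptide without receptor for full effect; nearly all actives have a fitted effect of over 50% in size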
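Human TRb LBD (0.6 uM) plus Texas Red-labeled SRC2 peptide (20 nM), 1uM T3, 5% DMSO, 5 hr at ambient temperature. Decreased polarization (555/632 nm) flags inhibition; data normalized to free and bound peptide controls.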
ALDH1A1 inh = inhibitors of human aldehyde dehydrogenase 1A1; P00352; Purified ALDH1A1, NADH fluorescence, propionaldehyde substrate; Potency, µM (top dose mostly 75.3 µM), for the others: top-dose activity, negative = inhibition, hits mostly inhibitors; 220,000 compounds, 7.3% hits; AID 1030; active means well fitted inhibition curve with a large enough effect, not every such curve was filed as active; inconclusive means small, poorly fitted or top-dose-only effect, or another doubt; inactive means no such curve, though single readings can be large or run the other way;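 further: plate controls were no enzyme wells and a reference inhibitor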
Target sequence (P00352 whole entry, looked up): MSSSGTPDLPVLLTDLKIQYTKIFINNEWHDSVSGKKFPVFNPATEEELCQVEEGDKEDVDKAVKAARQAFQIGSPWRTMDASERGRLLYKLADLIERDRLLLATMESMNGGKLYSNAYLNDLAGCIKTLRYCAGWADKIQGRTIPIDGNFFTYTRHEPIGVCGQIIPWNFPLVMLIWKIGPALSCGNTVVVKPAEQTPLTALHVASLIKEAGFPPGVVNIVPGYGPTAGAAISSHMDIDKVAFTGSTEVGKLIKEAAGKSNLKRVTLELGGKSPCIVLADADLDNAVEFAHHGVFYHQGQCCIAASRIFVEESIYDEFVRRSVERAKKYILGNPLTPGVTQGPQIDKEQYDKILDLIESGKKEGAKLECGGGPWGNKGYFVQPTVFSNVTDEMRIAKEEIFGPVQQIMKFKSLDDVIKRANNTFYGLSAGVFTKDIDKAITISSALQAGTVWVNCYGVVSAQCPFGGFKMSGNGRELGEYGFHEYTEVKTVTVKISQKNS
TR SRC2 fluor cs = counter-screen for TRb-SRC2 inhibitors: fluorescence interference. Potency, µM (top dose mostly 106 µM), for the others: at the highest dose fluorescence change, negative = quenching. 280,000 compounds, 0.29% hits. AID 1479. TRb/SRC2 Texas Red total fluorescence interference; active means well fitted curve in either direction with a large enough effect; inconclusive means small, poorly fitted or top-dose-only effect; further: on the % scale 0 is the no-effect control and ±100 the full control effect
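Human TRβ ligand-binding domain (0.6 uM) and Texas Red SRC2 peptide (20 nM) in Tris buffer with 1 uM T3 and 5% DMSO were incubated with pinned compound for 5 hr at ambient temperature. Total fluorescence was computed as S + 2P (555/632 nm).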
RECQ1 helicase = inhibitors of human RECQ1 DNA helicase; 240,000 compounds, 0.54% hits; RECQ1 DNA unwinding, red fluorescence kinetic read; Potency, µM (titrated, usually from 57.3 µM), for inactives: top-dose activity, negative = inhibition, hits mostly inhibitors; AID 2549;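 further: plate controls were vehicle for no effect and no enzyme for full effect; nearly all actives have a fitted effect of over 30% in size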
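RECQ1T1 50 nM; forked duplex (20 bp + 30-nt ss tails) 200 nM, ATP 2 mM final; pH 8.0, 2 mM MgCl2, 2.5 ug/ml poly(dI-dC); 15 min compound preincubation; discontinuous kinetic read over 2 h at RT.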
LMNA splice mod = LMNA splicing modulation. HeLa LMNA splicing GFP/RFP minigene ratio, 48 h. AID 1487. Potency, µM (titrated, usually from 46.1 µM), without a hit: top-dose ratio change, negative = inhibition, actives largely listed as inhibitors. 200,000 compounds, 0.01% hits; active means well fitted inhibition curve with a large enough effect in the signal ratio, with a control signal flat, not every such curve was filed as active; inconclusive means small, poorly fitted or top-dose-only effect, or effect the other way, or a change in a side signal; the % refers to the signal ratio; further: on the % scale 0 is the no-effect control and ±100 the full control effect
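S3 HeLa cells stably expressing lamin A-EGFP splicing minigene plus DsRed2, 600 cells/well, 48 h compound exposure at 37C. Laser-scanning cytometry; analysed as GFP (500-530 nm)/RFP (575-640 nm) total intensity ratio; 0.5% DMSO vehicle.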
GoLoco inh red = RGS12 GoLoco-Gai1 interaction inhibition. P63096. Gai1:RGS12 GoLoco peptide FP, rhodamine, 10 min. Potency, µM (top dose mostly 61.6 µM), without a hit: at the top dose activity, negative = inhibition, usual class: inhibitors. 230,000 compounds, 0.44% hits; active means well fitted inhibition curve with a large enough effect, not every such curve was filed as active; inactive means no such curve, though single readings can be large or run the other way; further: on the % scale 0 is the no-effect control and ±100 the full control effect; nearly all actives have a fitted effect of over 30% in size; many of its hits are not listed in these tables
Starred values were filed as active, the others as inactive; i = inactive; ? = inconclusive; / = no result given; [ ] = another dose, or the depositor's remark. Unless noted, the call rests on the fitted dose curve; in most records, active means well fitted curve in the direction sought with a large enough effect; inconclusive means small, poorly fitted or top-dose-only effect, or another doubt; inactive means no such curve, though single readings can be large; an effect the other way counts as inactive or inconclusive. Potency means the concentration at half of the fitted maximal effect. Not all compounds are listed, so the mix of outcomes need not match the whole.

SMILES	JMJD2E inh	SMN2 splice up	TRb SRC2 PPI	ALDH1A1 inh	TR SRC2 fluor cs	RECQ1 helicase	LMNA splice mod	GoLoco inh red
CCOC(=O)C1(C)C=C(Nc2ccc(OCC)cc2)C(=O)N1c1ccccc1 (stereo not given)	-27%	-10%	-4%	?	-1%	-1%	-11%	1%
COCc1nnc(NC(=O)CSc2ccccc2)s1	9%	-8%	4%	3%	-3%	i	3%	0%
CCOC(=O)C1CCCN(c2c(NCCCN(C)c3ccccc3)c(=O)c2=O)C1 (stereo not given)	-5%	-15%	-20%	6%	3%	-1%	-5%	-15%
Cc1ccc(OCCCCN(C)Cc2ccccc2)c(Br)c1	?	-14%	4%	-12%	1%	i	-1%	-2%
CN(C)Cc1n[nH]c(=O)c2ccccc12	-1%	2%	-5%	1%	0%	-7%	?	3%
O=C(NCCCc1ccccc1)Nc1ccccc1	?	-25%[1.84 µM]	-8%	5%	0%	-2%	-13%	11%
Cc1cc(=O)[nH]c(SCC(=O)NNC(=O)Cc2ccccc2)n1	-2%	-1%	-2%	3%	-2%	11%	-15%[46 µM]	1%
Cc1ccc2nc(SCC(=O)Nc3ccc4c(c3)CCC4)[nH]c2c1	0%	-34%[inhibitor]	0%	6%	-1%	-2%	?	87%[activator]
Cc1nc2ccccn2c1/C(O)=C1\C(=O)C(=O)N(CCN2CCOCC2)C1c1cccnc1 (stereo not given)	2%	-6%	2%	11%	2%	-10%	-6%	7%
O=C(NCCc1ccccc1)C1CCC(CNS(=O)(=O)c2cccs2)CC1 (stereo not given)	-24%	7%	-4%	4µM*	0%	-1%	/	-2%
COc1ccc(C(=O)Cn2c(Br)nc3c2c(=O)n(C)c(=O)n3C)cc1	16%	-27%	-3%	-3%	1%	i	?	1%
Cc1cccc[n+]1CC(=O)N1c2ccccc2Sc2ccccc21	4%	3%	1%	7%	-1%	7%	/	9%
CCN(CC)S(=O)(=O)c1ccc(N2CCCC2)c(NC(=O)CC(C)(C)C)c1	-1%	/	-1%	/	-3%	-13%	/	2%
O=C(O)c1ccc(CNC(=O)c2ccc(Br)o2)cc1	9%	-26%	-8%	0%	-3%	-4%	6%	3%
COCCOc1nc2ccccc2nc1C	-4%	-13%	9%	7%	3%	i	2%	-4%
O=C(CSc1cccc(C(F)(F)F)c1)NC(=O)NCc1ccco1	1%	4%	-25%	-3%	-2%	-5%	-2%	6%
O=C(Nc1ccc(NC(=O)c2ccccc2Cl)nc1)c1ccncc1	6%	/	6%	-14%	-1%	-9%	/	12%
CCOc1ccc2nc(Cl)c(CN(C(=O)c3cnccn3)C3CCCC3)cc2c1	-4%	-8%	9%	-4%	0%	-3%	/	9%
N#Cc1ccc(OCc2nnc3n2CCCCC3)cc1	2%	17%	-8%	-7%	-6%	-1%	/	6%
COc1ccc2sc(NC(C)=O)nc2c1	3%	18µM*	0%	-1%	-2%	13%	9%	-35%
CC(C)(O)C#Cc1ccc(C(=O)N2CCN(c3ccc([N+](=O)[O-])cc3)CC2)cc1	-1%	-44%[inhibitor]	2%	20µM*	-2%	-12%	?	7%
CCOc1ccccc1C(=O)Nc1ccsc1C(=O)OC	-28%	-5%	4%	-11%	-2%	-7%	?	13%
CCNC(=O)c1nc[nH]c1C(=O)NCC	-5%	8%	-3%	18%	-1%	-5%	4%	-10%
CC(Sc1nnnn1C)C(=O)Nc1ccc2c(c1)OCCO2 (stereo not given)	10%	?	-3%	3%	-3%	i	?	15%
Cn1c(N)c(C(=O)c2cc(-c3ccccn3)nc3ccccc23)c(=O)[nH]c1=O	5%	-4%	-2%	3%	-7%	14%	4%	2%

Part of the list above in another layout.
Values in the order – JMJD2E inh | SMN2 splice up | TRb SRC2 PPI | ALDH1A1 inh | TR SRC2 fluor cs | RECQ1 helicase | LMNA splice mod | GoLoco inh red
Cn1c(N)c(C(=O)c2cc(-c3ccccn3)nc3ccccc23)c(=O)[nH]c1=O
 : 5% | -4% | -2% | 3% | -7% | 14% | 4% | 2%
Cc1ccc2nc(SCC(=O)Nc3ccc4c(c3)CCC4)[nH]c2c1
 : 0% | -34%[inhibitor] | 0% | 6% | -1% | -2% | ? | 87%[activator]
Cc1cccc[n+]1CC(=O)N1c2ccccc2Sc2ccccc21
 : 4% | 3% | 1% | 7% | -1% | 7% | / | 9%
CCN(CC)S(=O)(=O)c1ccc(N2CCCC2)c(NC(=O)CC(C)(C)C)c1
 : -1% | / | -1% | / | -3% | -13% | / | 2%

Going on with the list.
SMILES	JMJD2E inh	SMN2 splice up	TRb SRC2 PPI	ALDH1A1 inh	TR SRC2 fluor cs	RECQ1 helicase	LMNA splice mod	GoLoco inh red
c1ccn2c(SCc3ccc4c(c3)OCO4)nnc2c1	6%	?	-6%	-14%	5%	i	?	4%
O=C(CCN1CCOCC1)c1ccccc1	-3%	-7%	-16%	0.32µM*	-2%	-7%	-15%	2%
Cc1cc(=O)[nH]c(SCc2cc(Cl)ccc2OC(F)F)n1	5%	-19%	2%	1%	1%	-9%	?	8%
CCC(C)NCCOCCOc1ccc(Br)cc1C (stereo not given)	-1%	-20%	-10%	-8%	0%	i	2%	6%
COc1ccc(/C=N/N2CCN(C3c4ccccc4-c4ccccc43)CC2)cc1O	-2%	5%	3%	-2%	-2%	-4%	?	-1%
Oc1ccc(Cl)cc1C1=NNC(c2ccc(Cl)cc2)C1 (stereo not given)	-2%	-9%	5%	?	-2%	2%	?	41%[activator]
Cc1cc(C)n(-c2ccc(C(=O)Oc3ccc4c(c3)OCO4)cc2)n1	2%	3%	9%	-3%	1%	0%	-23%	9%
C=CCNC(=O)C12CC3(C)CC(C)(CC(C)(C3)C1)C2	4%	-5%	-1%	2%	0%	-7%	6%	12%
CCOn1c(=O)c[n+]([O-])c2ccccc21	?	19%	-4%	?	-2%	i	/	20%
CCOC(=O)c1cnc(N2CCN(C(=O)OCC)CC2)[nH]c1=O	-3%	/	-5%	-6%	3%	-1%	/	0%
CCOC(=O)C(C(=O)NCCCN1CCOCC1)C1CCCCC1 (stereo not given)	-4%	-13%	-6%	1%	-1%	i	7%	-4%
O=c1[nH][nH]c(C(F)(F)F)c1C=NCc1ccc(Cl)cc1	1%	7%	7%	-1%	3%	i	14%	-10%
Cc1nn(-c2ccccc2)c(Oc2ccc(F)cc2)c1/C=N/n1cnnc1	-1%	3%	2%	-1%	-2%	-7%	-1%	3%
O=C(NCCOc1ccc(Cl)cc1)C1CCCCC1	-1%	-8%	-1%	-1%	2%	-3%	1%[46 µM]	4%
O=C1OCC(Cn2c3ccccc3c3ccccc32)O1 (stereo not given)	2%	-10%	0%	4%	4%	-15%	14%	-16%
CN(/C(=N/S(=O)(=O)c1cccs1)c1ccccc1)c1ccccc1	-2%	-1%	-3%	-2%	-2%	-6%	?	-3%
CCOC(=O)N1CCN(Cc2cc(=O)oc3ccc(Cl)cc23)CC1	?	-15%	-4%	?	-6%	12%	2%	13%
Cc1onc(-c2ccccc2Cl)c1C(=O)N1CCN(c2nc3ccccc3s2)CC1	0%	-29%	9%	14µM*	-5%	3%	?	1%
Cc1cc(C)cc(-n2c(C)cc(C=C(C#N)C#N)c2C)c1	8%	-12%	-7%	1%	-1%	-3%	6%	5%
COC(=O)CCCNC(=O)c1ccc(OC2CCN(CCc3ccccc3)CC2)cc1	-25%	/	-5%[53 µM]	6%	-1%[53 µM]	i	?	16%
COc1ccc(CC(=O)Nc2c3c(nn2-c2cccc(C)c2C)CS(=O)C3)cc1 (stereo not given)	4%	-3%	-2%	-13%	-4%	i	5%	1%
COc1cc(/C=N/NC(=O)CSc2ccccn2)ccc1OC(C)C	-26%	/	-2%	/	-3%	-13%	/	17%
COc1cc2c(=O)n(CCCN3CCOCC3)c(=S)[nH]c2c(OC)c1OC	-6%	-8%	0%	-16%	2%	-3%	?	-5%

Full records from above.
`COc1cc2c(=O)n(CCCN3CCOCC3)c(=S)[nH]c2c(OC)c1OC` across the screens: JMJD2E inh = -6%; SMN2 splice up = -8%; TRb SRC2 PPI = 0%; ALDH1A1 inh = -16%; TR SRC2 fluor cs = 2%; RECQ1 helicase = -3%; LMNA splice mod = ?; GoLoco inh red = -5%
`CN(/C(=N/S(=O)(=O)c1cccs1)c1ccccc1)c1ccccc1` across the screens: JMJD2E inh = -2%; SMN2 splice up = -1%; TRb SRC2 PPI = -3%; ALDH1A1 inh = -2%; TR SRC2 fluor cs = -2%; RECQ1 helicase = -6%; LMNA splice mod = ?; GoLoco inh red = -3%
`Cc1cc(C)cc(-n2c(C)cc(C=C(C#N)C#N)c2C)c1` across the screens: JMJD2E inh = 8%; SMN2 splice up = -12%; TRb SRC2 PPI = -7%; ALDH1A1 inh = 1%; TR SRC2 fluor cs = -1%; RECQ1 helicase = -3%; LMNA splice mod = 6%; GoLoco inh red = 5%

Assay outcomes (PubChem)
